POLB inh = qHTS Assay for Inhibitors of DNA Polymerase Beta; P06746; Pol beta primer extension/strand displacement, fluorescence kinetic; Potency, µM (series often up to 114 µM), for the others: top-dose activity change, negative = inhibition, most hits filed as inhibitors; hit rate 1.3% among 340,000; AID 485314, 2010; also: potency is read from the fitted curve at half-maximal effect; % is scaled to controls: 0 for no effect and ±100 for the full control effect
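Enzyme-only controls used 10 nM Pol beta; buffer lacking enzyme served as negative control. Compound preincubated 15 min, then 50 nM substrate added; 0 and 10 min reads at room temperature.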
Pol eta inh = qHTS for Inhibitors of Polymerase Eta. recombinant Pol eta, fluorescent DNA replication assay. Potency, µM (titrated, usually from 114 µM), without a hit: top-dose activity change, negative = inhibition, usual class: inhibitors. AID 588591, 2011. DNA polymerase eta (Homo sapiens), Q9Y253. hit rate 1.2% among 390,000; also: potency is read from the fitted curve at half-maximal effect; % is scaled to controls: 0 for no effect and ±100 for the full control effect
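Pol eta at 10 nM preincubated with compounds 15 min at room temperature; reaction started with fluorescent substrate (50 nM final) and read kinetically at 0 and 10 min.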
LDHA block = qHTS assay for inhibitors of human lactate dehydrogenase | hit rate 0.15% among 480,000 | AID 1347041, 2019 | activity change, % (values are at about 110 or 230 µM) | purified LDHA, NADH/diaphorase-resazurin fluorescence; active compounds read low; in the data active = activity change below about -30%; inconclusive = mostly about -25% to -30%;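 also: plate controls were DMSO wells for no effect and wells without enzyme for full effect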
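LDH5 2 nM; NADH 0.06 mM, pyruvate 0.2 mM; 200 mM Tris pH 7.4, EDTA, Tween-20; 5 min RT. Detection: diaphorase 0.133 mg/mL + resazurin 37 µM, fluorescence ex540/em590 at 0 and 20 min; normalized to enzyme-free and DMSO wells.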
GRP78 ERSR act = qHTS for Inducers of the Endoplasmic Reticulum Stress Response (ERSR) in Human Glioma: qHTS; Potency, µM, for inactives: at the highest dose activation, most hits filed as activators; hit rate 0.02% among 420,000; U87-MG GRP78 promoter luciferase reporter, 16 h; also: potency is read from the fitted curve at half-maximal effect; series mostly up to about 76 µM; % of control where 0% means no effect; nearly all actives have a fitted effect of over 35% in size
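ERSR induction read as luciferase luminescence (Bright-Glo, 10 min at room temperature) in stably transfected human U87-MG glioma cells exposed to compounds for 16 h, using GRP78 as sensor.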
Pol kappa inh = qHTS for Inhibitors of Polymerase Kappa. hit rate 0.53% among 400,000. Potency, µM (series often up to 107 µM), for inactives: at the top dose activity, negative = inhibition, most hits filed as inhibitors. AID 588579, 2011. purified Pol kappa, fluorescent DNA synthesis assay, 10 min. DNA polymerase kappa (Homo sapiens), Q9UBT6; also: potency is read from the fitted curve at half-maximal effect; % is scaled to controls: 0 for no effect and ±100 for the full control effect
Target sequence (Q9UBT6 whole entry, looked up): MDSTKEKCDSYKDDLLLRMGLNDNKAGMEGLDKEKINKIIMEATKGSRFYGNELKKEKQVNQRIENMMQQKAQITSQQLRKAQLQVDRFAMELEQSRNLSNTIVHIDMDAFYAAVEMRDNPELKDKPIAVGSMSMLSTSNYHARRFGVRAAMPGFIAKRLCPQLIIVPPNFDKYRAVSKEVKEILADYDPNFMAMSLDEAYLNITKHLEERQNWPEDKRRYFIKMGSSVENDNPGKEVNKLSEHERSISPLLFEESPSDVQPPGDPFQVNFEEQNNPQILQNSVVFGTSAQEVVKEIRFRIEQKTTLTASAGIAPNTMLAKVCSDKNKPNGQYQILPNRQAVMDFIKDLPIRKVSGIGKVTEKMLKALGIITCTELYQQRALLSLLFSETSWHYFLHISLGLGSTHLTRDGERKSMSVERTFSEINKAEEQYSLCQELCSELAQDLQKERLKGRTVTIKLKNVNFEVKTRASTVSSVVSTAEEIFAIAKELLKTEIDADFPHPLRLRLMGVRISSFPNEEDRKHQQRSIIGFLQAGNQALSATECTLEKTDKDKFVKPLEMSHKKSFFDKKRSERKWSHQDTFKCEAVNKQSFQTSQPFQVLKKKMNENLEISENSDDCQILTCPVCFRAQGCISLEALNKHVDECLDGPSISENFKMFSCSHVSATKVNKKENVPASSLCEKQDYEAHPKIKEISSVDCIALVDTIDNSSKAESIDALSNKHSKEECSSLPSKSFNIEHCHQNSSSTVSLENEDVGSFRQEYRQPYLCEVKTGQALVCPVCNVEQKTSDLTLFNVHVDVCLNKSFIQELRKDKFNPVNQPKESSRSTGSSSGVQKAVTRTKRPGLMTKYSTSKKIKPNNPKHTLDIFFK
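Activity was followed as the change in fluorescence between reads at 0 and 10 min after starting the reaction with 50 nM substrate. Beforehand, 10 nM polymerase had been preincubated with compound for 15 min at room temperature.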
POLI inh = qHTS for Inhibitors of Polymerase Iota. Pol iota fluorescent replication assay, 10 min. Potency, µM (highest dose often 115 µM), for the others: top-dose activity, negative = inhibition, most hits filed as inhibitors. hit rate 1% among 390,000; also: potency is read from the fitted curve at half-maximal effect
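Fluorescent replication assay read twice, at 0 min and 10 min after adding 50 nM (final) substrate. Enzyme (10 nM) and compounds were first incubated 15 min at room temperature; enzyme-free buffer wells were negative controls.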
Anesthetic bind = qHTS Assay for Identification of Novel General Anesthetics | Ferritin light chain (Equus caballus), P02791 | apoferritin/1-aminoanthracene competitive binding, fluorescence | Potency, µM (titrated, usually from 77.5 µM), for inactives: top-dose activity change, negative = displacement, most hits filed as inhibitors | hit rate 0.074% among 350,000 | AID 485281, 2010; also: potency is read from the fitted curve at half-maximal effect; % is scaled to controls: 0 for no effect and ±100 for the full control effect; nearly all actives have a fitted effect of over 20% in size
Target sequence (P02791 2-175 limits assumed): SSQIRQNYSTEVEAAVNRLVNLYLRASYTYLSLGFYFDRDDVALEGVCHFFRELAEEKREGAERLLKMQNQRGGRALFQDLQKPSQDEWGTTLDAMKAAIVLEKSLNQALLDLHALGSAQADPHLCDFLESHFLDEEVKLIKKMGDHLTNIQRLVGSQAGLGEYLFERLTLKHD
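Probe: 1-aminoanthracene (50% saturated, PBS). Protein: horse-spleen apoferritin, 10 uM. Incubation: 10 min, room temperature. Detection: 380 nm excitation, 535 nm emission. Analysis: normalized response, four-parameter Hill.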
APE1 inh = qHTS Assay for Inhibitors of the Human Apurinic/apyrimidinic Endonuclease 1 (APE1). Potency, µM (doses to about 65.8 µM), for inactives: at the top dose activity change, negative = inhibition, actives largely listed as inhibitors. hit rate 0.35% among 350,000. AID 2517, 2012. recombinant APE1, TAMRA/BHQ-2 abasic DNA cleavage fluorescence. DNA repair nuclease/redox regulator APEX1 (Homo sapiens), P27695;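 also: potency is read from the fitted curve at half-maximal effect; plate controls were vehicle for no effect and reference inhibitor for full effect; nearly all actives have a fitted effect of over 55% in size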
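Measures dequenching upon AP-site incision of a 5'-TAMRA/3'-BHQ-2 THF-containing duplex, 50 nM; human APE1 0.75 nM after 15 min room-temperature exposure to compound; kinetic three-point read at one-minute spacing.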
BLM inh = qHTS Assay for Inhibitors of Bloom's syndrome helicase (BLM); RecQ-like DNA helicase BLM (Homo sapiens), P54132; recombinant BLM DNA unwinding, fluorescence dequenching; Potency, µM (top dose mostly 56.1 µM), without a hit: at the top dose activity change, negative = inhibition, actives largely listed as inhibitors; hit rate 0.2% among 350,000; AID 2528, 2010;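 also: potency is read from the fitted curve at half-maximal effect; plate controls were vehicle for no effect and no enzyme for full effect; nearly all actives have a fitted effect of over 35% in size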
* = called active by the depositor; ? = inconclusive; . = no result given; & = joins results of further samples; [ ] = dose if it differs, or a comment. Unless noted, calls follow the shape of the dose curve; as a rule, active = well fitted curve in the direction sought with a large enough effect; inconclusive = small, poorly fitted or top-dose-only effect, or another doubt; inactive = no such curve, though single readings can be large; an effect the other way counts as inactive or inconclusive.

no.	compound	BLM inh	LDHA block	Pol kappa inh	GRP78 ERSR act	Anesthetic bind	APE1 inh	Pol eta inh	POLB inh	POLI inh
1	CN(C)c1ccc(/C=N/NC(=O)c2ccccc2O)o1	-8%	5	-19%	3%	-10%	2%	-18%	7%	82%[activator]
2	Cc1ccn2c(C(=O)CSc3ccc(Cl)cc3)c(C)nc2c1	-7%	-4	-10%	-5%	2%	2%	-17%	-8%	4%
3	Cc1ccccc1[C@@H](OCCN(C)C)c1ccccc1	2%[21.4 µM]	.	-4%[12 µM]	-6%	4%[29.3 µM]	-5%[21 µM]	.	.	.
4	CCOc1ccc(NC(=O)Cn2c(=O)oc3ccccc32)cc1	-7%	-3	-15%	-4%	?	-3%	-13%	2%	5%
5	COc1ccc(C(=O)OCC(=O)NCC2CCCO2)cc1 (stereo not given)	-3%	-5	-12%	0%	-4%	-2%	-8%	1%	43%[activator]
6	Cc1ccc(Cn2c(SC3CCOC3=O)nc3ccccc3c2=O)cc1 (stereo not given)	-3%	-1	-16%	0%	3%	-5%	-11%	21%	-7%
7	Cc1cccc(C)c1NC(=O)C1CCCN1S(=O)(=O)c1ccc(-c2ccc(=O)[nH]n2)s1 (stereo not given)	-1%	0	15%	-5%	-2%	46%	-17%	-9%	34%[activator]
8	O=C(COC(=O)c1ccc([N+](=O)[O-])o1)c1ccccc1	7%	0	-18%	-5%	3%	-2%	-12%	18%	-1%
9	COc1cccc(N2C(=O)c3ccncc3C2=O)c1	-1%	-6	-13%	1%	-9%	1%	2%	24%	-7%
10	COc1ccc(CCNC(=O)CCc2c(C)nc3c(c(C)nn3-c3ccc(C)c(C)c3)c2C)c(OC)c1OC	-2%	-8	-6%	-1%	4%	.	-19%	16%	16%

Record cards, as listed above. Screens in order: BLM inh | LDHA block | Pol kappa inh | GRP78 ERSR act | Anesthetic bind | APE1 inh | Pol eta inh | POLB inh | POLI inh
COc1ccc(C(=O)OCC(=O)NCC2CCCO2)cc1 (stereo not given) is entered as -3% | -5 | -12% | 0% | -4% | -2% | -8% | 1% | 43%[activator]
O=C(COC(=O)c1ccc([N+](=O)[O-])o1)c1ccccc1 is entered as 7% | 0 | -18% | -5% | 3% | -2% | -12% | 18% | -1%

Looked up by compound from the entries so far (two):
no.	compound	BLM inh	LDHA block	Pol kappa inh	GRP78 ERSR act	Anesthetic bind	APE1 inh	Pol eta inh	POLB inh	POLI inh
3	Cc1ccccc1[C@@H](OCCN(C)C)c1ccccc1	2%[21.4 µM]	.	-4%[12 µM]	-6%	4%[29.3 µM]	-5%[21 µM]	.	.	.
2	Cc1ccn2c(C(=O)CSc3ccc(Cl)cc3)c(C)nc2c1	-7%	-4	-10%	-5%	2%	2%	-17%	-8%	4%

(cont.)
no.	compound	BLM inh	LDHA block	Pol kappa inh	GRP78 ERSR act	Anesthetic bind	APE1 inh	Pol eta inh	POLB inh	POLI inh
11	O=C(COc1ccccc1)NCc1ccc2c(c1)CCN2C(=O)c1ccc(F)cc1	-1%	1	-4%[60.1 µM]	1%	-4%	.	-18%	-2%	43%[activator]
12	COc1ccc(CCNC(=O)Cn2cnc3c(nnn3Cc3ccc(C)cc3)c2=O)cc1OC	5%	-13	-5%	-4%	-1%	-2%	-4%	-2%	-9%
13	N#Cc1cc(-c2ccccc2)nnc1Oc1ccccc1Cl	-2%	-10	-10%	-6%	-13%	-7%	-7%	16%	-3%
14	COc1ccc2c(C(=O)c3ccc(C)cc3)n(CCC(N)=O)[n+]([O-])c2c1	-3%	3	2%	-3%	3%	9%	-14%	-1%	6%
15	Nc1nc(NC(=O)CCCC(=O)O)nn1-c1ccccc1	-1%	-1	4%	-2%	-14%	-1%	-2%	16%	3%
16	C/C=C/C(=O)OCC(=O)Nc1ccc(C)c(S(=O)(=O)N(C)C)c1	3%	-4	0%	-3%	0%	18%	-5%	3%	18%
17	O=C1OCCN1C(=O)[C@H]1[C@H](c2ccc([N+](=O)[O-])cc2)C(c2ccccc2)=NN1c1ccccc1	-9%[75.6 µM]	2	7%	2%&-4%	-6%	-14%&-7%	-17%	.	32%[activator]
18	CC(=O)c1cccc(NC(=O)c2csc(-n3nc(C)cc3C(F)(F)F)n2)c1	-2%	0	-1%	2%	-12%	1%	-14%	24%	10%
19	COc1cccc(NC(=O)CN(C)S(=O)(=O)/C=C/c2ccccc2)c1	.	1	4%	-2%	.	-2%	-7%	.	27%
20	COc1cc(C(=O)O)c([N+](=O)[O-])c(OC)c1OC	-4%	-5	-1%	-5%	-12%	-6%	-2%	20%	30%
21	CCOc1ccc(S(=O)(=O)NCc2ccncc2)cc1	6%	-7	-9%	-3%	-12%	2%	-16%	-1%	4%
22	Cc1ccc(N(C)C(=O)Cn2cnc3onc(-c4ccc(F)cc4)c3c2=O)cc1C	-11%	-4	-2%	1%	?	.	-8%	2%	5%
23	CC(NC(=O)C(=O)Nc1c2c(nn1-c1ccc(F)cc1)CSC2)c1ccccc1 (stereo not given)	-2%	1	-1%[60.1 µM]	2%	-9%	.	-7%	?	?
24	O=C(COC(=O)c1ccc(Br)cc1)Nc1ccccc1Br	-3%	-9	-4%	-2%	-8%	0%	-7%	-1%	22%
25	COc1ccc(C(=O)Nc2cc3c4c(c2)CC(=O)N4CCC3)c(OC)c1	.	5	-5%	6%	.	38%	-8%	.	18%
26	Cc1nn(CC(=O)Nc2ccc(S(N)(=O)=O)cc2)c(=O)c2ccccc12	-5%	-2	-2%	1%	-1%	1%	-4%	5%	111%[activator]
27	NC(=O)NC(=O)COC(=O)c1ccc(Cl)c(S(=O)(=O)N(Cc2ccccc2)c2ccc(Cl)cc2)c1	-16%	5	-21%	0%	-16%	?	?	-2%	-5%
28	CCOC(=O)C(Cc1ccccc1)(Cc1ccccc1)C(C)=O	-9%	-1	-7%	-6%	1%	35%	-12%	-14%	150%[activator]
29	Cc1ccc(S(=O)(=O)N2CCC(C(=O)Nc3ncccc3O)CC2)cc1	.	8	-4%	-2%	.	-12%	3%	.	-15%
30	CC(=O)c1ccc(NC(=O)c2nc3ccccc3n(C)c2=O)cc1	0%	1&-4	-1%[60.1 µM]	0%	-6%	.	-7%	-2%	10%

Shown with one line to a screen: 2 of the compounds above
30	CC(=O)c1ccc(NC(=O)c2nc3ccccc3n(C)c2=O)cc1
29	Cc1ccc(S(=O)(=O)N2CCC(C(=O)Nc3ncccc3O)CC2)cc1
compound no.,30,29
BLM inh,0%,.
LDHA block,1&-4,8
Pol kappa inh,-1%[60.1 µM],-4%
GRP78 ERSR act,0%,-2%
Anesthetic bind,-6%,.
APE1 inh,.,-12%
Pol eta inh,-7%,3%
POLB inh,-2%,.
POLI inh,10%,-15%

Continued:
no.	compound	BLM inh	LDHA block	Pol kappa inh	GRP78 ERSR act	Anesthetic bind	APE1 inh	Pol eta inh	POLB inh	POLI inh
31	CCN(C[C@H]1N[C@@](Cc2ccccc2)(C(=O)OC)[C@H]2C(=O)N(Cc3ccccc3)C(=O)[C@@H]12)S(=O)(=O)c1ccc(OC)cc1	.	1	7%	-3%	.	1%	-21%	.	28%
32	CCCc1[nH]nc2c1C(c1ccc(OCCN3CCOCC3)c(OC)c1)C(C#N)=C(N)O2 (stereo not given)	0%	-4	-3%	4%	-12%	13%	0%	16%	21%
33	C[C@H](CO)N1C[C@H](C)[C@@H](CN(C)C(=O)NC2CCCCC2)Oc2ccc(NC(=O)NC3CCCCC3)cc2C1=O	.	-4	-12%	-3%	.	8%	-21%	.	24%
34	COc1ccc(CNS(=O)(=O)c2ccc(OC)cc2)cc1	-3%	-4	-14%	-3%	-8%	4%	-7%	4%	9%
35	c1ccc(Oc2nc(N3CCOCC3)nc(N3CCOCC3)n2)cc1	0%	3	-3%	-2%	-3%	1%	-11%	89µM*	-29%
36	Nc1nc(SCC(=O)NCC2CCCO2)[nH]c(=O)c1NC(=O)c1ccco1 (stereo not given)	-2%	-8	-15%	-6%	4%	14%	-14%	11%	-10%
37	CCNC(=S)Nc1cc(C)ccn1	1%	2	-25%	8%	-7%	-1%	-3%	4%	19%
38	COc1ccc(Cn2ccc3nc(C)c(C(=O)N4CCN(c5ccc(OC)cc5)CC4)cc3c2=O)cc1	-1%	-1	21%	0%	?	.	-21%	4%	16%
39	CN(Cc1ccccc1)S(=O)(=O)c1ccc(Cl)c(C(=O)N2CCC2)c1	.	-1	-10%	-1%	.	30%	-10%	.	16%
40	O=[N+]([O-])c1ccc(Nc2ccccn2)c([N+](=O)[O-])c1	-1%	-6	-3%	-1%	-6%	15%	-1%	8%	21%
41	CC(C)(C)/C(O)=C/c1nc2ccccc2[nH]c1=O	-1%	-12	-9%	-3%	?	1%	-12%	-28%	143%[activator]
42	CC(C)=CCC/C(C)=C/CNC(=O)CC1C[C@H](C(=O)N2CCOCC2)[C@@]2(C)c3[nH]c4ccccc4c3CCN2C1=O (stereo not given in full)	.	7	-9%	-1%	.	-19%	-23%	.	13%
43	N#Cc1cnc(N)c(Br)c1	-7%	1	-1%	-1%	-3%	-1%	-8%	3%	47%[activator]
44	COc1ccc(OCC(=O)NC2CC(C)(C)NC(C)(C)C2)cc1	-2%	2	-3%	-1%	-8%	-3%	-14%	12%	51%[activator]
45	COc1ccc(CCn2c(=O)[nH]c3cc(C(=O)NCCN4CCOCC4)ccc3c2=O)cc1OC	-5%	2	1%	-3%	-5%	0%	-5%	-13%	15%
46	CC(NC(=O)COC(=O)CSCc1ccccc1)c1ccccc1 (stereo not given)	1%	-5	-6%	-2%	?	-1%	-22%	0%	50%[activator]
47	O=C(Cc1ccccc1)NCCSCc1ccco1	-4%	0	-10%	0%	-11%	25%	2%	?	-19%

Source: PubChem

Some of the compounds tested, so the mix of outcomes need not match the whole.
